# Screening results: PubChem BioAssay, NMMLSC
# Myeloid diff MLP = compounds promoting myeloid differentiation | ER-HoxA9 myeloid progenitors, lysozyme-GFP differentiation, flow cytometry | calls only at 10 µM | hit rate 1% among 360,000;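 active = normalized GFP-positive differentiation at or above the plate's own cutoff, the solvent-only control mean plus 3 SD; inconclusive = no clear call, values can overlap the other calls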;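 note: cells exposed to compound for four days before flow analysis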
# Myeloid diff MLP GFP+ MAC1+ % = further read-out of Myeloid diff MLP, marked with its call; GFP+ MAC1+ double positive, %; measured here: differentiation confirmed by MAC1 staining
# * marks the source's active call; other numbers are inactive results; i = inactive; u = inconclusive; x = not tested or not shown. The list is partial; count on the stated rates, not on these rows.
smiles	Myeloid diff MLP	Myeloid diff MLP GFP+ MAC1+ %
CCOc1ccc(Br)cc1S(=O)(=O)NC1=NCCCCC1	i	0.4
O=C1C(CO)C(CO)C(CO)C1CO (stereo not given)	i	0.9
O=C(Nc1ccc2c(c1)OCO2)c1cnc(Cl)c(Cl)c1	i	0.3
C=CC[C@H](CC(=O)OC(C)(C)C)C(=O)OC[C@H]1CCCN1C(=O)[C@H](CC=C)CC(=O)NCCO	i	1.0
Brc1ccccc1OCCN1CCCC1	i	0.5
CC(=O)Nc1cc2c(c(Cl)c1Cl)-c1ccccc1C2=O	i	1.8
CC1(C)N=C(c2ccccc2)C(c2ccccc2)=N1	i	0.7
Cc1ccc(OCC(=O)Nc2ccccc2C(=O)NC2CC2)cc1	i	0.2
Cc1ccc(F)cc1NC(=O)CSCc1nc2sc(C)c(C)c2c(=O)[nH]1	i	1.0
Cc1c(Cl)cnc(NC(=O)COC(=O)c2cccs2)c1Cl	i	0.3
Cn1cnc(S(=O)(=O)N2CCCCC2c2cc(C(=O)Nc3cccc(C#N)c3)no2)c1 (stereo not given)	i	0.4
COc1ccccc1C1=CC(=O)CC(C)(C)C1=O	i	1.1

# (next part)
smiles	Myeloid diff MLP	Myeloid diff MLP GFP+ MAC1+ %
Cc1cc(NC(=O)c2csc([C@@H]3O[C@H](CO)[C@H](O)[C@H](O)[C@H]3O)n2)n(C)n1	i	0.8
Cc1ccc(F)cc1-c1cc2nc(NCCCN(C)C)n(C)c(=O)c2s1	i	0.3
Cc1ccc(NC(=O)COC(=O)Cc2c(F)cccc2Cl)cc1S(=O)(=O)N1CCOCC1	i	0.6
Cc1ccc(NC(=O)CSCC(=O)Nc2ccc(N3CCOCC3)cc2N2CCOCC2)cc1	i	1.7
O=C(NCC(c1ccco1)N1CCc2ccccc21)C(=O)Nc1ccc(F)cc1F (stereo not given)	i	8.0
Cc1ccc2c(c1)C(=O)C(=O)N2c1ccc(Cl)cc1	i	0.1
COc1cc[n+]([O-])cc1[N+](=O)[O-]	i	0.8
O=C(COC(=O)c1nc(Cl)ccc1Cl)c1ccc[nH]1	i	0.7
Cc1cc(C)c(C2=CC(=O)C[C@H](c3ccc4c(c3)OCO4)C2)c(C)c1	i	1.8
COc1ccc(CNC(=O)c2sc(=O)n(Cc3cc(C(C)=O)ccc3OC)c2C)cc1	i	4.5
CS(=O)(=O)Nc1ccc(-c2cncc3nccn23)cc1	i	0.7
CCN(CC(=O)Nc1ccc(S(=O)(=O)N2CCCCC2)cc1)Cc1ccccc1	i	1.6

# The results go on.
smiles	Myeloid diff MLP	Myeloid diff MLP GFP+ MAC1+ %
CCCCc1ccc(NS(=O)(=O)c2cccc(C(=O)N3CCCN(C)CC3)c2)cc1	i	0.4
O=C(NC1CCCC1)c1nc(-c2ccco2)oc1-c1ccccc1	i	3.6
Cc1ccc(S(=O)(=O)N2C[C@@H](C)[C@]3(C2)[C@H](O)[C@H](OC(=O)NCc2ccco2)C[C@H]2C(=O)N(c4ccccc4)C(=O)[C@H]23)cc1	i	0.4
Cc1ccc(S(=O)(=O)N(C)c2ccc3c(c2)C(=O)c2ccccc2-3)cc1	i	0.9
COc1ccc(CNC(=O)COC(=O)c2cc3ccccc3o2)cc1	i	0.6
O=C(CN1CCN(C(=O)c2cncn2-c2ccc(F)cc2)CC1)Nc1ccccc1C(F)(F)F	i	0.6
CN(C(=O)CCCN1C(=O)c2ccccc2C1=O)C1CCCCC1	i	0.5
O=C(O)C1CCCN(CCC=C(c2ccccc2)c2ccccc2)C1 (stereo not given)	i	0.9
COCC(C)n1c(C)cc(C(=O)CSc2nnc(-c3ccco3)o2)c1C (stereo not given)	i	1.0
CC1(C(=O)NS(=O)(=O)C2CC2)CCCN(C(=O)c2ccc(F)cc2Cl)C1 (stereo not given)	i	0.7
c1ccc2ncc(-n3ccnc3)cc2c1	i	0.3
CCN(CC)C(=O)Cn1c(=O)n(Cc2ccccc2Cl)c2c1c(=O)n(C)c(=O)n2C	i	7.6

# Continued.
smiles	Myeloid diff MLP	Myeloid diff MLP GFP+ MAC1+ %
Cc1nc(-c2ccc(F)cc2)c(CC(=O)N(C)CC(=O)Nc2ccccc2Cl)s1	i	1.4
COC(=O)C1CCN(CC(=O)Nc2ccc3c(c2)OCCO3)CC1	i	0.8
COc1ccccc1C(=O)OCC(=O)N1CCC(Cc2ccccc2)CC1	i	1.1
CSc1ccc(S(=O)(=O)NCC(=O)OCC(=O)N2CCCC2=O)cc1[N+](=O)[O-]	i	0.8
Cc1ccc2ccccc2c1C(O)c1ncc(-c2cccc(C(F)(F)F)c2)[nH]1 (stereo not given)	i	0.3
Cc1n[nH]c(=O)c2c(NC(=O)CSc3cc(Cl)ccc3Cl)oc(C)c12	i	0.5
O=C(Cc1ccc(Cl)cc1)Nc1cccc(S(=O)(=O)N2CCCCC2)c1	i	0.9
COC(=O)C1=C(C)NC(C)=C(C(=O)OC)C1C(=O)OCC(=O)NC1CCCCC1C (stereo not given)	i	0.5
COc1cccc(C(NC(C)=O)c2nc(-c3ccc(C)c(C)c3)cs2)c1 (stereo not given)	i	0.4
CC1=NN(c2ccccc2)C(=O)C1=Cc1ccccc1	i	1.2
COc1ccc(-c2nc3c(c(=O)n(C)c(=O)n3C)n2CC2CC(c3ccccc3)=NO2)cc1OC (stereo not given)	i	2.4
N#Cc1cccnc1N1CCN(C(=O)c2ccc3c(c2)S(=O)(=O)c2ccccc2C3=O)CC1	i	1.1

# Next part, starting with the last four of the part before.
smiles	Myeloid diff MLP	Myeloid diff MLP GFP+ MAC1+ %
COc1cccc(C(NC(C)=O)c2nc(-c3ccc(C)c(C)c3)cs2)c1 (stereo not given)	i	0.4
CC1=NN(c2ccccc2)C(=O)C1=Cc1ccccc1	i	1.2
COc1ccc(-c2nc3c(c(=O)n(C)c(=O)n3C)n2CC2CC(c3ccccc3)=NO2)cc1OC (stereo not given)	i	2.4
N#Cc1cccnc1N1CCN(C(=O)c2ccc3c(c2)S(=O)(=O)c2ccccc2C3=O)CC1	i	1.1
Cc1cc(C)nc(NS(=O)(=O)c2ccc(NC(=O)COc3ccccc3F)cc2)n1	i	0.6
CC1CCN(C(=O)COC(=O)c2cc3ccccc3oc2=O)CC1	i	0.3
C[C@@H]1CCCCO[C@H](CN(C)Cc2ccc3c(c2)OCO3)[C@@H](C)CN([C@H](C)CO)C(=O)c2cc(NC(=O)c3ccccc3)ccc2O1	i	0.8
COc1ccc(/C=C/c2c(-c3ccccc3OC)sc3ccccc23)cc1OC	i	1.5
C#CCOCCOCCOCCNc1nc(N2CCN(C(=O)Cn3cc(CCO)nn3)CC2)nc(N2CCN(C(=O)[C@H](Cc3ccc(O)cc3)n3cc(CCO)nn3)CC2)n1	i	1.8
COc1ccc(S(=O)(=O)N2CCCCCC2)cc1C(=O)N1CCN(c2ccc(F)cc2)CC1	i	0.5
COc1ccccc1NS(=O)(=O)c1cccc(C(=O)NNC(=O)c2ccc(O)c(Cl)c2)c1	i	0.3
COc1ccc(S(=O)(=O)NCCC(=O)OCC(=O)NC2CC2)cc1	i	0.6
CC(C)(C)c1ccc(S(=O)(=O)N2CCN(CC(O)CN3CCOCC3)CC2)cc1 (stereo not given)	i	1.0
COCCN1C(=O)CCC1(C)C(=O)Nc1ccc2c(c1)OCCO2 (stereo not given)	i	0.6
COc1ccccc1NC(=O)Cn1ccn(-c2cccc3ccccc23)c(=O)c1=O	i	1.2
CCc1ccc(NC(=O)CSc2nc(C)cs2)cc1	i	0.4

# (more compounds)
smiles	Myeloid diff MLP	Myeloid diff MLP GFP+ MAC1+ %
COc1ccc(OC)c(Nc2cc3ccccc3c(=O)[nH]2)c1	i	2.3
CC(c1ccncc1)C(C)c1ccncc1 (stereo not given)	i	0.8
Cc1ccc(S(=O)(=O)NCC(=O)N2CCN(S(=O)(=O)c3ccc(Cl)cc3)CC2)cc1C	i	1.0
COC(=O)c1ccc(NC(=O)CN2CCC(NC(=O)c3ccccc3F)CC2)cc1	i	0.8
CCc1ccc(C(=O)COC(=O)C2=NN(c3ccccc3)C(=O)CC2)cc1	i	1.4
CCOC(=O)/C(C#N)=N/Nc1ccc(S(=O)(=O)Nc2cc(OC)nc(OC)n2)cc1	i	0.4
COc1ccc(OC)c(S(=O)(=O)Nc2c(C)nn(C)c2C)c1	i	0.7
COc1ccc2sc(-c3ccc(N(C)C)cc3)c(C#CCCO)c2c1	u	x
O=C(NCCC1CCCCN1S(=O)(=O)c1ccc(Cl)cc1)C(=O)NCc1cccnc1 (stereo not given)	i	0.1
CCS(=O)(=O)n1c(Cc2cccs2)nc2ccccc21	i	1.8
Cn1c(=O)c2cc(NC(=O)Cc3ccccc3F)ccc2n1C/C=C/c1ccccc1	i	2.0
CC(C)Nc1ncnc2c1ncn2[C@H]1CN(Cc2ccncc2)C[C@@H](CO)O1	i	0.3

# More structures.
smiles	Myeloid diff MLP	Myeloid diff MLP GFP+ MAC1+ %
c1cncc(-c2ccc3ncnc(NCc4cccs4)c3c2)c1	i	0.5
COC(=O)[C@@]12CCCCN1[C@H](c1ccc(-c3ccc(F)cc3)cc1)[C@H]1C(=O)N(C)C(=O)[C@H]12	i	2.0
O=C(CSc1nc(=O)n(CCCN2CCOCC2)c2c1CCCC2)Nc1ccc(F)cc1	i	0.6
N#Cc1ccc(OCC(=O)NNC(=O)C2CCCCC2)cc1	i	0.6
CC1CN(S(=O)(=O)c2cccc(C(=O)N3CCC(C(N)=O)CC3)c2)CC(C)O1 (stereo not given)	i	0.6
COC(=O)C[C@H]1CC[C@@H](NC(=O)C2CC2)[C@@H](CO)O1	i	1.5
COc1ccccc1C(=O)OCC(=O)c1ccc(CNC(C)=O)s1	i	0.6
COC(=O)c1ccc(CSC2=NC[C@@H]3[C@@H]4C(=O)N(C)C(=O)[C@@H]4[C@](Cc4ccccc4)(C(=O)OC)N23)cc1	i	0.6
CC1CCCN(C(=O)COC(=O)/C=C/c2ccc(C(F)(F)F)cc2)C1 (stereo not given)	i	2.1
Cc1cc(Br)ccc1NC(=O)CN(C)C(=O)CSC(=S)N1CCCC1	i	0.9
O=C(C[C@H]1C[C@H](C(=O)N2CCCCC2)[C@@]2(CCc3ccccc3)c3[nH]c4cc(-c5ccco5)ccc4c3CCN2C1=O)NCCN1CCOCC1	i	0.4
CCc1ccc2c(CC(=O)NNC(=O)c3ccncc3)coc2c1	i	1.6

# More entries.
smiles	Myeloid diff MLP	Myeloid diff MLP GFP+ MAC1+ %
O=C(NCCC1CCCCN1S(=O)(=O)c1ccccc1)C(=O)NC1CC1 (stereo not given)	i	0.6
CC1CCCC(NC(=O)c2cc(-c3ccncc3)nc3ccccc23)C1C (stereo not given)	i	0.4
Cc1occc1-c1nnc(SCC(=O)Nc2c(F)cccc2F)n1C	i	0.5
CC(C)CN(C(=O)CSc1nc(N)cc(N)n1)C1CCS(=O)(=O)C1 (stereo not given)	i	1.7
O=C(NCCc1ccc(O)c(Br)c1)c1ccc(Br)o1	i	1.0
Cc1ccc(S(=O)(=O)N2CCC(C(=O)OC(C)C(=O)N3CCOCC3)CC2)cc1 (stereo not given)	i	1.4
CCOC(=O)[C@@H]1[C@H]2COc3ccccc3[C@@H]2N2C(=O)N(c3cccc(F)c3)C(=O)[C@]12C	i	1.2
Cc1cc(NS(=O)(=O)c2ccc(NC(=O)c3ccc(Cl)nc3)cc2)nc(C)n1	i	0.2
CC(=O)Nc1ccc(SC[C@H](Cc2ccccc2)N2CC[C@@H](C(C)(C)C)CCC2=O)cc1	i	0.1
C[C@@H]1CN([C@@H](C)CO)C(=O)c2cc(Br)cnc2O[C@H]1CN(C)C(=O)Nc1ccccc1	i	0.3
CC(C)C(NC(=O)c1ccc(C(C)(C)C)cc1)C(=O)N1CCC(C(N)=O)CC1 (stereo not given)	i	0.9
Cn1c(N)c(C(=O)COC(=O)Cc2cccs2)c(=O)n(C)c1=O	i	0.6

# Profiles, looked up by structure. Order of screens: Myeloid diff MLP, Myeloid diff MLP GFP+ MAC1+ %
# Entry for CC(=O)Nc1ccc(SC[C@H](Cc2ccccc2)N2CC[C@@H](C(C)(C)C)CCC2=O)cc1 → i, 0.1
# Entry for C[C@@H]1CN([C@@H](C)CO)C(=O)c2cc(Br)cnc2O[C@H]1CN(C)C(=O)Nc1ccccc1 → i, 0.3
# Entry for O=C(NCCc1ccc(O)c(Br)c1)c1ccc(Br)o1 → i, 1.0
# Entry for O=C(NCCC1CCCCN1S(=O)(=O)c1ccccc1)C(=O)NC1CC1 (stereo not given) → i, 0.6

# Continuation:
smiles	Myeloid diff MLP	Myeloid diff MLP GFP+ MAC1+ %
CCC(C)c1ccccc1NC(=O)COc1ccc(-c2nnco2)cc1 (stereo not given)	i	0.4
O=C(Nc1ccccc1)c1cc(C2CCCCN2S(=O)(=O)c2ccc(F)cc2F)on1 (stereo not given)	i	1.0
COc1ccc(C(=O)O)cc1S(=O)(=O)Nc1ccccc1C(=O)NCc1ccc2c(c1)OCO2	i	1.3
CC1CN(c2nc3ccccc3nc2NS(=O)(=O)c2ccccc2)CC(C)O1 (stereo not given)	i	1.5
CSCCC(NS(=O)(=O)c1ccccc1)C(=O)Nc1nccs1 (stereo not given)	i	0.4
Cc1ccc(NC(=O)CSCC(=O)N2CCCc3ccccc32)cc1	i	1.6
O=C(Nc1cccc(C(F)(F)F)c1)c1ccc2sc([C@H]3C[C@H](O)[C@@H](CO)O3)nc2c1	i	0.2
COc1ccc(C(=O)NCC(=O)OCc2ccc(Cl)cc2Cl)cc1OC	i	0.3
O=S1(=O)CC(N2CCCC2)CN1Cc1cn(Cc2cccc(Cl)c2)nn1 (stereo not given)	i	0.7
O=C(CN1C(=O)NC(Cc2ccccc2)C1=O)Nc1ccc(OC(F)(F)F)cc1 (stereo not given)	i	0.9
O=C(OCC(=O)c1c[nH]c2ccccc12)c1ccc(OC(F)F)cc1	i	0.8
CN(CCOc1ccccc1)C(=O)c1ccc2c(=O)n3c(nc2c1)CCC3	i	0.8
CS(=O)(=O)OCCCCOS(C)(=O)=O	i	2.5
COc1ccc(OC)c(-c2csc(NC(=O)CN3C(=O)NC4(CCCC4)C3=O)n2)c1	i	1.0
Cc1ccc(S(=O)(=O)CCC(=O)OCCOc2cccc(Br)c2)cc1	i	0.3
